Source: PubChem (several laboratories)
Rv3671c inh: Rv3671c serine protease inhibitors, primary screen, biochemical, fluorescence polarization, M. tuberculosis H37Rv; P9WHR9; inhibition, % at 5.96 µM; hit rate 0.048% among 320,000; AID 2606, 2010; in the data active means inhibition above about 38%;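 further: extracellular domain of Rv3671c used as enzyme; 0% = enzyme with DMSO and 100% = no enzyme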
Mtb FBA inh: Mtb FBA enzyme inhibitors, primary screen, biochemical, fluorescence, strain H37Rv. purified M. tuberculosis FBA, fluorescence read-out. inhibition, % at 1 µM. hit rate 2.3% among 360,000; in the data active means inhibition above about 27%;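 further: 0% = vehicle and 100% = reference inhibitor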
Target sequence (P9WQA3 whole entry, looked up): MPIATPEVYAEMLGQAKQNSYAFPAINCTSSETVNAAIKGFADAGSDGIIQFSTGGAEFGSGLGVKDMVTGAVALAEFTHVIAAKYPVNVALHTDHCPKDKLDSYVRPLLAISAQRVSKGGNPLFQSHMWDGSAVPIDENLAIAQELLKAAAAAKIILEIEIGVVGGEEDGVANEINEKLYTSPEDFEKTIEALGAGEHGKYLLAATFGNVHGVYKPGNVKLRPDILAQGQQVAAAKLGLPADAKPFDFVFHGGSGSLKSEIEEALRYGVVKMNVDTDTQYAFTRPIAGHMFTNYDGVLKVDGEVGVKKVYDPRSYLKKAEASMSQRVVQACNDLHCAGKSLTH
PrPC surface inh: inhibitors of human cell surface prion protein PrPC, primary screen, cell-based, TR-FRET; Major prion protein (Homo sapiens), P04156; TR-FRET read-out; inhibition, % at 13.8 µM; hit rate 0.43% among 370,000; AID 720596, 2013; in the data active means inhibition above about 24%; further: 0% = median of the test wells and 100% = reference compound wells
FadD28 binding: inhibitors of FadD28 bisubstrate probe binding, primary screen, biochemical, fluorescence polarization, single point. Mycobacterium tuberculosis FadD28 fatty-acid-AMP ligase. inhibition, % at 12.5 µM. hit rate 0.22% among 360,000; in the data active means inhibition above about 8.5%, passing the limit was not always enough; inconclusive means no clear call, values can overlap the other calls
GDH-TPI counter: GDH-TPI coupling enzyme inhibitors, primary screen, artefact control for M. tuberculosis FBA inhibitor project, biochemical, absorbance, full deck. GDH-TPI coupled enzyme counterscreen, NADH absorbance. inhibition, % at 4.8 µM. hit rate 1.2% among 360,000. AID 588335, 2011; in the data active means inhibition above about 30%;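 further: 0% = DMSO wells and 100% = wells lacking the enzyme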
BoNT F protease: BoNT/F light chain protease inhibitors, primary screen, biochemical, flow cytometry, MLPCN library; AID 588497, 2011; inhibition, % at 10 µM; Multiplex microsphere protease cleavage assay; hit rate 0.22% among 360,000; Botulinum neurotoxin type F light chain protease (Clostridium botulinum); in the data active means inhibition above about 35%, passing the limit was not always enough; inconclusive means no clear call, values can overlap the other calls; further: plate controls were buffer without enzyme for full effect and enzyme alone for no effect
UGM FP inh: M. tuberculosis UGM enzyme inhibitors, primary screen, biochemical, fluorescence polarization, single point. UDP-galactopyranose mutase (Mycobacterium tuberculosis (strain ATCC 25618 / H37Rv)), …. purified UGM, fluorescence polarization probe displacement. inhibition, % at 10 µM. hit rate 0.06% among 320,000; in the data active means inhibition above about 10%, passing the limit was not always enough; inconclusive means no clear call, values can overlap the other calls
Target sequence (P9WIQ1 whole entry, looked up): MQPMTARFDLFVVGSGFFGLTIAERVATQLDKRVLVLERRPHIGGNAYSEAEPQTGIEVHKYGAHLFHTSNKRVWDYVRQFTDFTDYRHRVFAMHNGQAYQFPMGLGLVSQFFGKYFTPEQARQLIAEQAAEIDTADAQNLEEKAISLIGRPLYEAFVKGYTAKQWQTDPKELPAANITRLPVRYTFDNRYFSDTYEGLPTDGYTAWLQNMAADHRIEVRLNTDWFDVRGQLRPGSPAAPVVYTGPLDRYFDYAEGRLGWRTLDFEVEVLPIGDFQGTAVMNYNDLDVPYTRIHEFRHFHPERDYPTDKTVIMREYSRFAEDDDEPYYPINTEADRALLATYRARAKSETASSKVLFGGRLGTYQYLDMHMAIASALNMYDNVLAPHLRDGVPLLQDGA
MazEF act: activators of E. coli MazEF toxin-antitoxin RNase, primary screen, biochemical, fluorescence, uHTS; Endoribonuclease toxin MazF (Escherichia coli (strain K12)), P0AE70; FAM/BHQ RNA-DNA oligo cleavage fluorescence, 5 h; activation, % at 20 µM; hit rate 0.32% among 350,000; in the data active means activation above about 50%
Target sequence (P0AE70 whole entry, looked up): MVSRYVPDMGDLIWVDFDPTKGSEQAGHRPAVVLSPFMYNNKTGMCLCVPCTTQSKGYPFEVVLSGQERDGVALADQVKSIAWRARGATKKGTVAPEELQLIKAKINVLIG
BioA inh: M. tuberculosis BioA enzyme inhibitors, primary screen, biochemical, plate reader, single point, HTS; 7,8-diaminopelargonic acid synthase BioA (Mycobacterium tuberculosis); purified M. tuberculosis BioA enzyme; inhibition, % at 9.99 µM; hit rate 0.096% among 360,000; AID 602481, 2012; in the data active means inhibition above about 40%; inconclusive means no clear call, values can overlap the other calls
The depositor's hits bear a star; u = inconclusive; x = no result given; & = joins results of further samples.

canonical_smiles,Rv3671c inh,Mtb FBA inh,PrPC surface inh,FadD28 binding,GDH-TPI counter,BoNT F protease,UGM FP inh,MazEF act,BioA inh
CCc1cccc(C)c1NC(=S)NCc1ccc2[nH]c(C)cc2c1,1,4,-5,0.5,-4,-122,1.6,1,-0.7
O=C(NNc1ccc(Cl)cc1)c1sccc1Cl,8,0,10,-1.9,-8,u,-1.6,-7,x
O=C(NC(C(=O)c1ccccc1)n1c(=O)cc[nH]c1=S)c1ccccc1 (stereo unspecified),4,-2,0,-2.5,-3,-5,2.9,-3,0.7
CCc1cccc2c(=O)c(C(=O)NCCCOC)c[nH]c12,6,1,2,-0.5,-2,-2,3.2,-2,x
COc1ccc(S(=O)(=O)N2CCC(NC(=O)c3ccccc3)CC2)cc1,-5,-1,-7,-2.2,0,-11,0.6,-8,-2.8
COC(=O)Cc1cnc(NC(=O)CSc2nc(C(C)C)cc(=O)[nH]2)s1,10,-3,2,-1.3,-1,-30,2.5,0,-0.6
COc1ccc(NC(=O)/C=C/c2ccc(Br)o2)cn1,1,1,-17,-1.1,13,-8,-1.6,-5,x
O=C(OCc1ccccc1F)c1ccc2c(c1)-c1ccccc1C2=O,-3,-2,x,-4.2,-8,0,-0.8,1,-3.3
Cc1cc(NC(=O)COC(=O)C2CC(=O)N(c3cccc(C)c3C)C2)no1 (stereo unspecified),2,3,-1,-0.8,-1,18,0.0,5,-0.3
CN(CC(=O)NCC1CCCCC1)CC(=O)Nc1ccccc1Br,-5,5,8,0.2,4,7,3.8,-5,2.3

The closing two compounds of the part before open the next one:
canonical_smiles,Rv3671c inh,Mtb FBA inh,PrPC surface inh,FadD28 binding,GDH-TPI counter,BoNT F protease,UGM FP inh,MazEF act,BioA inh
Cc1cc(NC(=O)COC(=O)C2CC(=O)N(c3cccc(C)c3C)C2)no1 (stereo unspecified),2,3,-1,-0.8,-1,18,0.0,5,-0.3
CN(CC(=O)NCC1CCCCC1)CC(=O)Nc1ccccc1Br,-5,5,8,0.2,4,7,3.8,-5,2.3
COc1cc2c(-c3ccc4c(c3)OCO4)c(-c3ccsc3)oc(=O)c2cc1OC,-7,3,-3,-1.3,11,-6,-4.9,-11,-1.1
COc1ccc(S(=O)(=O)N2CCN(C(=O)c3cnc(C)cn3)CC2)cc1,-8,0,11,-2.1,-6,4,-1.5,6,0.8
Cc1cc(S(=O)(=O)NCCCN2CCOCC2)ccc1Br,0,-1,1,-3.5,0,1,0.2,5,-1.3
COc1cccc2cc(C(=O)c3ccc([N+](=O)[O-])cc3)oc12,1,0,-4,0.9,12,-21,1.7,-2,x
COc1ccccc1CNC(=O)N1CCN(c2ccccc2)CC1,-18,-6,0,-2.3,-5,4,3.3,-2,-0.3
CCOC(=O)C1CCN(C(=O)CN2C(=O)C(C(C)C)Oc3ccccc32)CC1 (stereo unspecified),4,-1,8,-1.6,16,-12,-0.8,-7,-0.3
C=CCOC(=O)C1=C[C@@H](c2coc3ccccc3c2=O)C[C@@H](OCc2ccc(CO)cc2)O1,-4,1,5,-1.3,2,0,2.0,-2,0.3
COc1ccc(C(=O)CSc2nnc3ccc(-c4ccccn4)nn23)cc1,1,3,-3,-0.6,4,-10,-3.1,-27,-1.3
Cc1ccc(C(=O)OCC(=O)Nc2ccccc2C(F)(F)F)cc1S(=O)(=O)N1CCOCC1,-3,4,5,0.0,3,-6,0.1,-1,-2.0
COc1ccc(-c2cnc3c(NC(C)=O)cc(-c4ccsc4)cn23)cc1OC,x,-1,x,1.1,11,-2,x,x,1.6
Cc1ccc(N=Nc2[nH]c3ccccc3c2O)cc1,-10,-4,5,-1.5,3,-7,-1.0,564*,-1.8
c1ccc(-c2ccc3c(c2)NCCN3)cc1,13,20,-4,-4.8,2,7,-0.4,-10,-1.5
COc1ccccc1N(CC(=O)NCCSc1ccccc1)S(C)(=O)=O,8,0,4,-2.6,9,-7,-0.2,2,0.7
COCC(=O)Nc1nc2n(n1)C(c1ccccc1)CC(c1ccc(OC)cc1)N2 (stereo unspecified),5,54*,3,-1.8,6,2,1.3,6,2.7
O=C(Cn1cnnn1)NCCc1ccc(Cl)cc1Cl,3,1,-5,-1.8,-2,-20,-0.6,8,-0.7
Cc1cc(C)n2nc(SCC(=O)N3CCCC3)nc2n1,1,4,5,1.0,11,0,-0.3,0,x
O=C(CCn1ccc2ccccc21)NC1CCCc2ccccc21 (stereo unspecified),-2,2,1,-1.4,-2,7,3.7,-1,x
COC(=O)NCC(c1cccnc1)N1CCOCC1 (stereo unspecified),8,-1,-6,-2.0,2,4,-2.7,2,-1.3
S=C(NCC1CCCO1)NC1CCCC1 (stereo unspecified),-7,5,2,-1.2,0,-1,0.4,0,x
COC(=O)CC(C(=O)Nc1cc(C(=O)OC)cc(C(=O)OC)c1)N1CCN(C)CC1 (stereo unspecified),2,-1,6,-0.6,6,-11,-0.5,12,x
c1nc(N2CCN(Cc3ccc4c(c3)OCO4)CC2)c2[nH]cnc2n1,2,0,9,0.7,4,0,-0.7,3,-0.8
Cc1nc2sc3c(c2c2nnc(SCC(=O)NCc4ccco4)n12)CCCC3,-5,-4,10,-3.7,-14,8,-1.7,6,3.2
Cc1snc(S(=O)(=O)/C(C#N)=N/Nc2ccc(C(F)(F)F)cc2)c1C#N,2,-5,-1,-0.1,17,4,2.0,2,x
CN(CCOc1ccc(F)cc1)Cc1ccccc1,-3,6,2,-0.3,-9,0,-2.5,7,2.3
CC(=O)Nc1sc(C)c(C)c1C(=O)OC1CCOC1=O (stereo unspecified),-2,2,7,0.0,11,-21,1.5,7,1.5
CN1C(=O)CC(C(=O)Nc2ccccc2F)SC1=Nc1ccc2c(c1)OCO2 (stereo unspecified),-7,-1,3,-0.6,9,-1,2.6,6,x
COc1ccccc1CNc1nc(NCCOc2ccccc2)c2sccc2n1,x,4,9,1.2,-3,-10,x,x,0.5
Cn1c(N)c(C(=O)COC(=O)C2=COCCO2)c(=O)n(C)c1=O,-2,2,-1,0.7,13,8,0.3,1,x
Cc1nn(CC(=O)NCCc2ccccc2)c(=O)c2ccccc12,11,-1,-1,-0.1,4,-4,0.7,0,-1.3
Cc1ccc(O)c(CNc2cccc3cccnc23)c1,5,-2,5,-3.6,21,-11,x,14,x
C[N+]12CCCCC1C(COC(=O)c1ccc3c(c1)OCO3)CCC2 (stereo unspecified),-1,8,-2,-0.4,-1,5,-0.9,5,-1.6&-0.6
CN(C)CCNC(=O)c1csc(Nc2cccc3ccccc23)n1,6,-1,-6,-4.0,-4,u,-1.3,14,0.1
CC(=O)c1ccc(S(=O)(=O)N2CCN(CC#N)CC2)cc1,-4,2,-12,-0.5,-10,5,-0.6,2,x
O=C(COC(=O)c1ccncc1)Nc1cc(Cl)ccc1Cl,5,1,-8,-1.5,13,-6,-1.4,11,-0.3
CCOC(=O)c1c(NCC(C)C)c2ccccc2[nH]c1=O,2,0,8,-1.3,-2,-3,-1.4,1,0.8
CCC(C)c1ccc(NC(=S)NCc2ccccc2OC)cc1 (stereo unspecified),x,-2,3,2.3,-5,0,x,8,x
COc1cccc(/C=C2/Sc3ccc(C(=O)NCCN4CCCC4)cc3NC2=O)c1,-30,2,-27,-21,7,-4,-3.5,-24,-0.9
Cc1sc2ncnc(N3CCC(C(=O)NNC(=O)COc4ccc(Cl)cc4)CC3)c2c1C,x,0,-1,-1.4,1,-8,x,-1,0.2
CCCC(O)(c1ccc(OC)cc1)C(CN(C)C)c1ccccc1 (stereo unspecified),-3,2,-13,-0.1,5,-6,0.5,7,-1.2
Cn1ncn2c(=O)c3c(nc12)-c1ccccc1CC31CCCC1,-3,44*,-7,-6.3,7,-3,-3.3,12,x
COc1nc(C)ccc1-c1noc(-c2ccccn2)n1,10,4,x,-2.7,4,2,-4.3,0,-0.9
O=C(O)CCN1C(=O)/C(=C\c2cccc(OCc3ccccc3)c2)SC1=S,-5,-2,5,1.7,6,2,0.7,-3,-0.2
S=C(NCc1ccco1)Nc1ccc(N2CCOCC2)cc1,-3,-1,-9,-1.3,3,-9,0.9,-3,-1.0
Cc1ccc(C(=O)NC2CCC(C)CC2)o1 (stereo unspecified),5,3,-8,-0.7,7,x,2.6,-27,0.7
Cc1ccc2nc(N3C(=O)C(O)=C(C(=O)c4ccco4)C3c3ccc(O)cc3)sc2c1 (stereo unspecified),0,2,-6,0.7,16,-5,2.8,x,1.7
CCN(CC(=O)Nc1ccc(NC(C)=O)cc1)C(=O)COc1ccc(C(=O)c2ccccc2)cc1,-6,-4,4,-1.9,4,5,-0.4,1,x
COc1cc2c(cc1OC)C(c1cccc([N+](=O)[O-])c1)N(C(=O)c1ccccc1C(=O)O)CC2 (stereo unspecified),-7,2,-7,-2.8,-1,9,1.4,-19,-0.1
O=C(c1ccc2nc3ccc(Cl)cc3c(=O)n2c1)N1CCC2(CC1)OCCO2,4,40*,-7,-2.0,20,2,-0.7,4,-2.4
O=C(c1ccccc1)C(O)c1ccccc1 (stereo unspecified),1,0,-2,-1.3,3,-4,1.2,2,-1.0
CCOC(=O)N1CCC(NC(=O)CCS(=O)(=O)c2ccc3c(c2)CCN3C(=O)CC)CC1,-4,7,-1,-0.1,10,x,0.9,7,-0.6

Other entries follow.
canonical_smiles,Rv3671c inh,Mtb FBA inh,PrPC surface inh,FadD28 binding,GDH-TPI counter,BoNT F protease,UGM FP inh,MazEF act,BioA inh
COc1ccccc1/C=C/C=N/NC(=O)Cc1cccs1,-1,-2,-13,-0.3,32*,-7,2.1,-1,1.2
CC1(C(=O)NCc2cccs2)Cc2c(-c3ccc4c(c3)OCO4)ccnc2O1 (stereo unspecified),x,61*,1,1.8,-1,-5,x,x,2.2
Cc1cc(=O)[nH]c2nnc(-c3ccc(Br)cc3)n12,x,-3,-3,-0.8,1,-3,-1.5,-9,6.2
CCN(CC)C(=O)C(Sc1nnnn1-c1ccc(O)cc1)c1ccccc1 (stereo unspecified),-9,-1,-2,-1.3,8,17,-2.6,2,1.7
CCCCNS(=O)(=O)c1ccc2nc(-c3cccnc3)cc(C(=O)NCC(OC)OC)c2c1,2,0,-4,1.4,9,17,0.2,4,0.4
Cc1csc(NC(=O)c2c(-c3c(Cl)cccc3Cl)noc2C)n1,-6,1,13,1.4,12,-4,0.9,-1,-1.4
S=C(Nc1ccc(Cl)cc1)N1CCN(Cc2ccccc2)CC1,-10,-6,0,-10,-15,-12,-0.3,2,17
CC(C)CCC1(CCc2ccncc2)C(=O)NC(=O)NC1=O,0,3,-2,-1.5,8,5,0.4,0,-1.3
O=C(CN1CC(=O)Nc2ccccc21)NCCc1ccc(Cl)cc1Cl,8,2,6,-2.5,1,12,0.2,4,x

Some of the entries so far, as labelled records.
Compound: CC(C)CCC1(CCc2ccncc2)C(=O)NC(=O)NC1=O
  Rv3671c inh: 0; Mtb FBA inh: 3; PrPC surface inh: -2; FadD28 binding: -1.5; GDH-TPI counter: 8; BoNT F protease: 5; UGM FP inh: 0.4; MazEF act: 0; BioA inh: -1.3
Compound: O=C(CN1CC(=O)Nc2ccccc21)NCCc1ccc(Cl)cc1Cl
  Rv3671c inh: 8; Mtb FBA inh: 2; PrPC surface inh: 6; FadD28 binding: -2.5; GDH-TPI counter: 1; BoNT F protease: 12; UGM FP inh: 0.2; MazEF act: 4; BioA inh: x
